IDE act: activators of human insulin-degrading enzyme in cells | activation, % at 5.96 µM | HEK cells, FAbeta-B cleavage, fluorescence polarization; 0% vehicle, 100% cell-free pure enzyme wells | 340,000 compounds, 0.073% hits;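 active = activation above the mean of all tested compounds plus 3 SD, set per screening campaign, cut at about 17% in these data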
Target sequence (P14735 whole entry, looked up): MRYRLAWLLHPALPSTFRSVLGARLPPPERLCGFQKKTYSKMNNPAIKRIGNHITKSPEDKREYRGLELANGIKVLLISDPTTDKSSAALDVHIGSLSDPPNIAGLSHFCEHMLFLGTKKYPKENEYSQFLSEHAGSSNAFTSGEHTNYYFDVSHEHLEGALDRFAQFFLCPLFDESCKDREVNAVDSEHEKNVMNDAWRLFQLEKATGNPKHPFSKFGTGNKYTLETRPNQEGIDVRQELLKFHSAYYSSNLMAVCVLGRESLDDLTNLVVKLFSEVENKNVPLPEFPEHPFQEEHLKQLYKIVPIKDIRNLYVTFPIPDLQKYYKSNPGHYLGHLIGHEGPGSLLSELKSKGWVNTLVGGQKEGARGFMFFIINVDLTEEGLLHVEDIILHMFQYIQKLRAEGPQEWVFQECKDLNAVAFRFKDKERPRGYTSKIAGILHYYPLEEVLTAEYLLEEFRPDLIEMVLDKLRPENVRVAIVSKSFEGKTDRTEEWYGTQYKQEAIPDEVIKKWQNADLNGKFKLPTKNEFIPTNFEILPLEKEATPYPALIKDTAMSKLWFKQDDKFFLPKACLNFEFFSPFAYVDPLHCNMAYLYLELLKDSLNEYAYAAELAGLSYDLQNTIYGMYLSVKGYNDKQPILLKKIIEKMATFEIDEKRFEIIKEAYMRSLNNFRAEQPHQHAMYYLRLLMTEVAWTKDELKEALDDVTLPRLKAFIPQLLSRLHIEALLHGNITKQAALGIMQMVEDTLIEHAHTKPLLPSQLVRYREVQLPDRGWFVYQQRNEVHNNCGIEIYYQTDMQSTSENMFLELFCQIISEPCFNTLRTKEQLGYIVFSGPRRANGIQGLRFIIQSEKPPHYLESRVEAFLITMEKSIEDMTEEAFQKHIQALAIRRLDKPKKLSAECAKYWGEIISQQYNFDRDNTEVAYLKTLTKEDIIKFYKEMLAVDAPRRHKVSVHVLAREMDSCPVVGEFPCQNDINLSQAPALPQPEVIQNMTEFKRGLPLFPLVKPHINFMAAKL
UBC9 SUMO inh: SUMOylation inhibition; P63279; HTRF SUMOylation assay, SAE1/SAE2 + UBC9, in vitro; inhibition, % at 35 µM; 290,000 compounds, 0.36% hits; AID 2006; in the data active = inhibition above about 50%, passing the limit was not always enough; also: strong numbers were not always called active
pCIP destab: compounds decreasing mouse p/CIP protein stability | Q05BA5 | F442A p/CIP-EGFP cells, EGFP fluorescence, 16 h | decrease of EGFP signal, % at 10 µM | 290,000 compounds, 0.01% hits;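 active = EGFP signal decrease of at least 30% at 10 µM or well 3 SD below plate mean, unless failing retest; inactive = the rest, including hits failing retest or dose response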; also: some compounds called inactive have numbers as strong as hits; many of its hits are not listed in these tables
IMP-1 inhibitor: inhibitors of Pseudomonas aeruginosa IMP-1 metallo-beta-lactamase. purified IMP-1, nitrocefin hydrolysis, epi-absorbance fluorescence. inhibition, % at 5.6 µM. 290,000 compounds, 0.45% hits. AID 1556;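 active = inhibition above the mean plus 3 SD of all compounds in the same screening run, cut at about 4.5% in these data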;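 also: 0% = IMP-1 with DMSO and 100% = DMSO wells lacking enzyme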
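Assay system: purified recombinant IMP-1 beta-lactamase. Input: IMP-1 0.2 nM before substrate addition. Buffer or medium: Zinc- and detergent-supplemented HEPES buffer, pH 7.1. Schedule: 25 °C, 15 min preincubation, 25 min reaction. Signal: Epi-absorbance fluorescence, 480 nm excitation, 530 nm emission. Evaluation: percent inhibition from optical density relative to buffer-blank wells.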
NS3 helicase inh: inhibitors of Hepatitis C virus NS3 helicase. inhibition, % at 10.9 µM. NS3 helicase DNA unwinding, Cy5 molecular beacon fluorescence. 290,000 compounds, 0.56% hits;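 active = inhibition above the mean of all tested compounds plus 3 SD, set per campaign, cut at about 35% in these data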;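 also: 0% = DMSO wells and 100% = thioflavine S control wells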
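Compound dosing – single dose, 10.9 µM nominal final, DMSO 0.8% final · System – NS3 helicase fragment of HCV · Buffer or medium – MOPS pH 6.5, MgCl2, DTT, Tween20, BSA · Signal – Cy5 beacon fluorescence read at start and 1 h · Also added – annealed dual-labelled DNA beacon duplex, ATP-started · Schedule – 1 h at 25 °C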
PHOSPHO1 inh: PHOSPHO1 (human) inhibition; 290,000 compounds, 1.1% hits; recombinant PHOSPHO1, absorbance phosphatase assay; inhibition, % at 13.3 µM; in the data active = inhibition above about 60%
MEKK3 PB1 HTS: modulators (inhibitors or enhancers) of MEK5 binding to human MEKK3 PB1 domain | binding response (% of control), % at 10 µM | bead-based flow cytometry, Alexa488-MEK5 binding to MEKK3; actives lie on both sides; 0 = blocked by unlabeled MEK5, 100 = vehicle | 290,000 compounds, 1.4% hits;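 active = binding response more than 3 SD above or below the average of its plate-row segment, actives on both sides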;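 also: Alexa488 bead fluorescence after subtracting the streptavidin-only scavenger bead signal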
VIM-2 inh: blocks Pseudomonas aeruginosa VIM-2 metallo-beta-lactamase. purified VIM-2, nitrocefin hydrolysis, epi-absorbance fluorescence. inhibition, % at 5.6 µM. 290,000 compounds, 0.89% hits;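 active = inhibition above the mean of all tested compounds plus 3 SD, cutoff set per screening run, cut at about 7.5% in these data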;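 also: red hydrolysis product quenches plate fluorescence so inhibitors raise well fluorescence; 0% = enzyme with DMSO and 100% = DMSO without enzyme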
FID counter: counter-screen for HCV NS3 helicase inhibitors: DNA intercalator displacement. 290,000 compounds, 0.17% hits. inhibition, % at 7.9 µM. DNA fluorescent intercalator displacement, fluorescence; in the data active = inhibition above about 37%;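 also: 0% = vehicle and 100% = reference compound; higher means more ethidium bromide displaced from hairpin DNA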
Active calls of the source: *; nt = not tested or not shown; [ ] = remark or other dose. A portion of the library (hit frequency here may not be typical).

structure | IDE act | UBC9 SUMO inh | pCIP destab | IMP-1 inhibitor | NS3 helicase inh | PHOSPHO1 inh | MEKK3 PB1 HTS | VIM-2 inh | FID counter
COc1ccc(F)c(CN2CCC(N3CCC(C(=O)N4CCOCC4)CC3)CC2)c1 | -4 | -2 | -4 | -2.6 | -8 | 2 | 108 | 1.7 | 23
CC(=O)c1ccc(C(=O)N2CCC(n3nccc3NC(=O)C3CC3)CC2)cc1 | 4 | 1 | 6 | -0.7 | -1 | 43 | 102 | -2.1 | -6
CCn1c(SCC(=O)N/N=C/C=C/c2ccco2)nc2ccccc21 | -5 | 16 | -3 | -3.9 | 30 | -29 | 95 | -3.3 | -14
CCOC(=O)C1CCCN(c2nnnn2-c2ccccc2)C1 (configuration not stated) | 2 | 7 | 2 | -1.4 | -6 | -11 | nt | -2.5 | -5
COCc1cc(C)n(CC(=O)Nc2ccccc2C(=O)OC)c(=O)c1C#N | 0 | 16 | 1 | -1.4 | 7 | 21 | 2.0*[inhibitor] | -2.4 | -4
O=c1[nH]ncn1-c1ccccc1C(F)(F)F | 7 | -1 | 4 | 0.9 | 6 | 22 | 99 | 0.5 | -1
O=S(=O)(NCCO)c1cccc2cccnc12 | 7 | 11 | -20 | -1.5 | 7 | 3 | 101 | -1.2 | 0
CC(=O)Nc1ccc(NS(=O)(=O)c2ccc3ccccc3c2)cc1 | 3 | 6 | -2 | -0.5 | -3 | 3 | 110 | -1.5 | -2
COc1ccc(NC(=O)CSc2cc(C(=O)c3nccn3C)c3ccccc3n2)cc1 | -4 | 12 | -2 | -2.2 | 2 | 21 | 105 | -4.5 | -24
Cc1ccc2nc(SC(C)C(=O)NCc3ccco3)[nH]c2c1 (configuration not stated) | -3 | 14 | -9 | -2.5 | 6 | 41 | 102 | -4.5 | 0
CCCOc1ccc(C(=O)Nc2ccc(CN3CCOCC3)cc2)cc1 | -5 | -2 | -2 | -0.3 | -13 | 27 | 97 | -0.6 | 10
CCCN(CCC)S(=O)(=O)c1cccc(C(=O)Nc2ccc3c(c2)OCO3)c1 | 5 | -7 | -11 | 0.8 | -13 | 11 | nt | -1.4 | -14
COc1cc(-c2[nH]ncc2CN2CCN(Cc3cccs3)CC2)cc(OC)c1OC | 3 | 4 | -10 | -1.8 | -13 | 18 | 103 | -3.2 | 1
CCN(CCCNC(=O)COc1cc(=O)n(C)c2ccccc12)c1cccc(C)c1 | 1 | -30 | 2 | -2.2 | -1 | 18 | 103 | -2.7 | -17
Cc1ccc(S(=O)(=O)N2CCC(=O)N(CCOC(=O)NCc3ccccc3)CC2)cc1 | nt | 6 | -6 | -1.6 | 1 | -9 | 107 | -4.2 | -19

One compound at a time, from the list above. Order of screens: IDE act, UBC9 SUMO inh, pCIP destab, IMP-1 inhibitor, NS3 helicase inh, PHOSPHO1 inh, MEKK3 PB1 HTS, VIM-2 inh, FID counter
COc1ccc(F)c(CN2CCC(N3CCC(C(=O)N4CCOCC4)CC3)CC2)c1 across the screens: -4, -2, -4, -2.6, -8, 2, 108, 1.7, 23
O=S(=O)(NCCO)c1cccc2cccnc12 across the screens: 7, 11, -20, -1.5, 7, 3, 101, -1.2, 0

(further entries)
structure | IDE act | UBC9 SUMO inh | pCIP destab | IMP-1 inhibitor | NS3 helicase inh | PHOSPHO1 inh | MEKK3 PB1 HTS | VIM-2 inh | FID counter
Cc1cccc(COc2ccc(/C=C3/C(=O)N(C)C(=S)N3C)cc2)c1 | -2 | 7 | -5 | -2.1 | -19 | 14 | 103 | 0.4 | -10
COc1ccccc1NC(=O)c1cc(-c2ccc(OC)c(OC)c2)nc2ccccc12 | 2 | 0 | -5 | 2.2 | 5 | 18 | 94 | 2.2 | -36
COc1ccc(C(C(=O)NC2CCCCC2)N(Cc2ccco2)C(=O)c2ccccn2)c(OC)c1 (configuration not stated) | 0 | 10 | -8 | -3.2 | 2 | 35 | 102 | -1.6 | -43
Cc1onc(-c2ccccc2)c1C(=O)N1CCN(CCc2ccccc2)CC1 | -1 | -12 | -11 | -4.4 | -7 | -10 | 91 | -3.1 | -12
CCCCOC(=O)NC1CCS(=O)(=O)C1 (configuration not stated) | 3 | 6 | -7 | -3.7 | 1 | 10 | 99 | -4.5 | -3
CC(C)C(NC(=O)C1CCCCC1)C(=O)Nc1ccccn1 (configuration not stated) | 2 | -24 | -2 | 2.1 | -2 | 11 | 101 | -0.6 | -10
C/C(CC1CC(COCC(C)C)OC1=O)=N\NC(N)=S (configuration not stated) | 4 | -4 | -19 | -2.2 | 4 | -5 | 97 | -3.1 | -3
Cc1cccc(NC(=S)NCc2ccco2)n1 | 1 | -5 | 1 | -1.6 | 3 | -13 | 51 | 0.9 | -6
C#CCn1c(S(=O)(=O)Cc2ccccc2Cl)nc(-c2ccccc2)c1-c1ccccc1 | 1 | 7 | -10 | -1.7 | -2 | 26 | 95 | -0.8 | -4
COC(=O)/C=C1\SC(=NC(=O)c2cccc([N+](=O)[O-])c2)NC1=O | 2 | 7 | 0 | -1.8 | -13 | 16 | 99 | -1.6 | -18
Clc1cccc(/C=N/Nc2ncnc3ccccc23)c1 | -1 | 7 | -2 | -4.2 | -7 | -7 | 101 | -5.2 | -3
COc1cc(/C=N/NC(=O)COc2ccccc2C)ccc1OC(=O)c1cccs1 | 4 | -25 | 8 | -1.7 | -3 | -3 | 100 | -1.4 | 0
COc1ccccc1/C=N/NC(=O)c1cc2c(OC)c(OC)ccc2[nH]1 | 6 | -2 | -13 | -1.4 | -6 | 33 | 100 | -4.0 | -30
COc1cc(OC)c(NC(=O)c2sc3ncn(CC(=O)N4CCN(c5ccccn5)CC4)c(=O)c3c2C)cc1Cl | 3 | 32 | -21 | -2.7 | -63 | 28 | 102 | -2.4 | -20
COC(=O)c1ccc(N2CCN(S(=O)(=O)c3ccc(C)cc3)CC2)c([N+](=O)[O-])c1 | 3 | -5 | 5 | -2.5 | -8 | -19 | 97 | -2.0 | 1
CCOc1ccc(NC(=O)c2ccc(Cn3nc(C)cc3C)o2)cc1 | -2 | 8 | -2 | -1.8 | 2 | 31 | 97 | -1.0 | -26
CN(C)c1ccnc(-n2cccc2/C=N/OCc2ccc(F)cc2Cl)c1C#N | 1 | 1 | -7 | 0.2 | -8 | 20 | 98 | -1.9 | -11
COc1ccc2[nH]c(C(=O)N3CCC(n4nccc4NC(=O)C4CC4)CC3)c(C)c2c1 | 0 | 7 | 20 | -3.0 | 1 | 23 | 104 | -1.5 | -34
O=C(O)C1CCCN1S(=O)(=O)c1ccc2ccccc2c1 (configuration not stated) | 8 | 15 | -7 | -2.7 | 9 | -3 | 98 | -3.1 | 0
CCOC(=O)c1c(C)nc2ccccc2c1C | 1 | 1 | 0 | -4.4 | 6 | 18 | 95 | -1.4 | 0
O=C(Nc1nnc(CCN2CCOCC2)s1)c1ccccc1 | -2 | 10 | -1 | -0.9 | 1 | 56 | 91 | -2.2 | 0
O=C(Nc1cccc([N+](=O)[O-])c1)c1ccc2nsnc2c1 | 5 | 12 | -14 | -1.9 | 6 | 56 | 101 | -1.7 | 2
CN1CC(=O)N(CC(=O)Nc2cccc(S(=O)(=O)N3CCOCC3)c2)C1=O | 4 | -21 | -1 | -0.4 | -10 | 2 | 101 | -1.9 | -2
O=c1[nH]cccc1-c1nc2ccccc2n1Cc1ccc(F)cc1 | 3 | 10 | -1 | -2.1 | 5 | 22 | 105 | -0.8 | -11
O=C(Cc1ccccc1)NCC(=O)Nc1cccc(Br)c1 | 4 | 11 | 1 | -1.6 | 6 | 9 | 98 | -3.4 | -4
Cc1cc(C(=O)N/N=C/c2ccc(N(C)C)o2)cs1 | -5 | 0 | -10 | -2.6 | 15 | 23 | 102 | -4.3 | -19
O=C(Nc1ncc2c(n1)-c1ccccc1CC2)c1ccccc1 | 1 | -2 | -2 | -1.4 | -5 | 40 | 101 | -2.0 | -14
CS(=O)(=O)N1CCc2cc(C(=O)N3CCCC3)ccc21 | -5 | 7 | -2 | -1.2 | 9 | 20 | 132* | -3.9 | -5
CCOC(=O)c1c(O)c2cc(Cl)ccc2n(CC)c1=O | nt | 4 | -31 | -2.8 | 5 | 8 | 97 | -1.5 | -10
CCN(CC)c1ccc(CNc2ccc(Br)cn2)cc1 | -2 | 3 | -9 | 0.2 | -1 | -8 | 99 | 0.1 | 4
CCOC(=O)c1cccc(C(=O)OCC)n1 | 0 | 14 | 5 | -0.6 | 5 | -22 | 91 | -2.5 | -3
CCCc1nnc(NS(=O)(=O)c2ccccc2)s1 | 1 | -2 | -2 | -0.4 | -8 | -23 | 101 | 0.7 | -7
COCCCNc1nc2ccccc2nc1NS(=O)(=O)c1cccc(C)c1 | -3 | 6 | 2 | -1.4 | 4 | 33 | 108 | -1.3 | -37
COC(=O)COn1c(SC(C)C)nc2ccccc2c1=O | 5 | -2 | 2 | 0.3 | -3 | 19 | 102 | -1.1 | -8
CCN(CC)CC(=O)Nc1cccc2c1C(=O)c1ccccc1C2=O | 0 | 10 | -10 | -2.3 | 13 | -13 | 112 | 4.3 | 17
COc1cccc(CNC(=O)CN(C)S(=O)(=O)c2ccc3c(c2)CC(C)N3C(C)=O)c1 (configuration not stated) | 5 | 12 | -17 | -2.1 | 2 | 27 | 98 | -1.3 | -30
CC(=O)Nc1ccc(Nc2c3ccccc3nc3ccccc23)cc1 | 2 | -17 | 6 | -5.2 | 38* | 48 | 104 | 9.5* | 71*
O=C(NCCO)/C(=C\c1ccc([N+](=O)[O-])o1)NC(=O)c1ccccc1 | 4 | 20 | -11 | -1.2 | 3 | 10 | 95 | -3.5 | -6
COc1ccc(N2CCCCn3c2nc2c3c(=O)n(C)c(=O)n2C)cc1 | 6 | -6 | -7 | -1.6 | 0 | 9 | 103 | 1.1 | -15
NNc1nnnc2c1sc1nc(N3CCOCC3)c3c(c12)CCCC3 | nt | 8 | 2 | -3.0 | -2 | 23 | 94 | -2.7 | -2
Cc1cc(NC(=O)CCC(=O)N(c2ccccc2)C(C(=O)NC2CCCC2)c2ccccc2F)no1 (configuration not stated) | 1 | 13 | -9 | -1.2 | -13 | 23 | 101 | 0.1 | -46
CN(C)c1cccc(C(=O)NCc2ccc3c(c2)OCO3)c1 | 4 | 18 | -10 | -1.0 | -19 | 22 | 101 | -0.5 | -10
CSc1cc(C)nc(N(C)C(C)=O)n1 | 9 | 20 | -6 | -3.6 | 2 | -6 | 98 | -2.5 | -3
CC(C)Oc1ccc(C(=O)NC2CCS(=O)(=O)C2)cc1 (configuration not stated) | 0 | 6 | -10 | -5.8 | 6 | 3 | 107 | -1.9 | -1
CCOC(=O)C(C)N1N=C(/C=C/c2ccc(C)cc2)CCC1=O (configuration not stated) | 4 | 4 | -4 | -0.2 | -3 | 4 | 103 | 2.1 | -31
O=C(NC(=S)Nc1ccc(CN2CCOCC2)cc1)c1cccc(F)c1 | 1 | 21 | 5 | -0.8 | -1 | nt | 103 | -1.9 | -10
